Compound activity (PubChem)
ADAM10 inh: human ADAM10 inhibitors, primary screen, biochemical, QFRET, HTS; recombinant ADAM10, EDANS/DABCYL FRET peptide cleavage, 3 h; actives 0.62% (n = 370,000); Disintegrin and metalloproteinase domain-containing protein 10 (Homo sapiens), O14672; inhibition, % at 7 µM;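 active = inhibition above a per-campaign cutoff equal to the mean of compounds falling between control-based bounds plus 3 SD, cut at about 20% in these data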;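 note: 0% = DMSO wells while the 100% control is not disclosed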
ARFGAP1 inhibitor: inhibitors of rat ARFGAP1 GAP activity, primary screen, biochemical, fluorescence polarization, GDP tracer. ADP-ribosylation factor GTPase-activating protein 1 (Rattus norvegicus), Q62848. Arfgap1-stimulated ARF1 GTP hydrolysis, GDP FP detection. inhibition, % at 16.5 µM. actives 0.26% (n = 360,000). AID 651572, 2012;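 active = inhibition above a per-plate limit, mean inhibition of low control wells plus 3 SD, cut at about 25% in these data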;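 note: 0% = DMSO wells with enzyme and 100% = wells lacking Arfgap1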
Target sequence (Q62848 1-136 limits assumed): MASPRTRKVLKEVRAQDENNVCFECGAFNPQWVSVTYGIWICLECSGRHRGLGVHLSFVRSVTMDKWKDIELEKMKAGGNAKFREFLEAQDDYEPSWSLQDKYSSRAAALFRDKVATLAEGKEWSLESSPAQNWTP
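Material: rat Arfgap1 catalytic domain, aa 1-136; also added: human ARF1(Δ1-17)-GTP substrate; compound dosing: one concentration, 16.5 µM, DMSO 1.26%; incubation: GTP hydrolysis reaction 2 h at 25 °C; measured by: Tracer-displacement fluorescence polarization with EDTA stop, 620/688 nm; evaluation: % inhibition from polarization; repeats: one replicate per compound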
SIAE inh: human SIAE inhibitors, primary screen, biochemical, fluorescence polarization, FP-Rh probe, 1536-well HTS | Sialate O-acetylesterase (Homo sapiens), Q9HAT2 | SIAE FP-Rh probe binding | inhibition, % at 9.66 µM | actives 0.69% (n = 370,000) | AID 1053197, 2014;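 active = inhibition above a cutoff: mean of compounds within the control limits plus 3 SD of those, cut at about 17% in these data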;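 note: 0% = plate median of compound wells and 100% = probe without SIAE protein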
Tn7 DDE FP: inhibitors of Tn7 peptide binding to fibrin DD(E), primary screen, biochemical, fluorescence polarization, human fibrin, Tn7 probe; FP displacement of FITC-Tn7 peptide from fibrin DD(E); 0% = median of compound wells per plate; inhibition, % at 8.3 µM; AID 720508, 2013; Fibrinogen beta chain (Homo sapiens), P02675; actives 0.13% (n = 370,000);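 active = inhibition above the mean of compounds falling within the control limits plus 3 SD of them, cut at about 14% in these data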;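 note: 0% = plate median of compound wells and 100% = 10 µM Aha-Tn7 peptide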
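Test system – human fibrin DD(E) · Times – 10 min preincubation, 3 h with tracer, room temperature · Detection – fluorescence polarization of the labelled Tn7 tracer · Measure – percent inhibition normalized to high-control wells · Benchmarks – high control wells with 10 µM unlabelled Aha-Tn7 peptide (full inhibition) · Repeats – singlicate testing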
PLCb3 inh: human PLC-beta3 inhibitors, primary screen, biochemical, fluorescence | actives 0.18% (n = 370,000) | inhibition, % at 12.2 µM | 1-phosphatidylinositol 4,5-bisphosphate phosphodiesterase beta-3 (Homo sapiens), Q01970 | Purified PLC-beta3, fluorogenic substrate; in the data active = inhibition above about 11%;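 note: 0% = median of compound wells on plate and 100% = full blocker control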
ADAM17 inh: ADAM17 inhibitors, primary screen, biochemical, QFRET; Disintegrin and metalloproteinase domain-containing protein 17 (Homo sapiens), P78536; recombinant ADAM17, EDANS/DABCYL FRET peptide cleavage; inhibition, % at 6.95 µM; actives 0.83% (n = 370,000); AID 720648, 2013;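 active = inhibition above the mean of compounds lying between control limits plus 3 SD, set per campaign, cut at about 8.5% in these data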;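 note: 0% = DMSO-only wells as the low control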
DDE Tn6 FP inh: inhibitors of Tn6 peptide binding to fibrin DD(E), primary screen, biochemical, fluorescence polarization, human fibrin, Tn6 probe | Fibrinogen beta chain (Homo sapiens), P02675 | Fibrin DD(E) TRITC-Tn6 fluorescence polarization displacement | inhibition, % at 8.3 µM | actives 0.21% (n = 370,000) | AID 720509, 2013;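 active = inhibition above a per-campaign cutoff: mean of compounds within control limits plus 3 SD, cut at about 15% in these data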;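 note: 0% = median of all compound wells on the plate and 100% = blocking peptide control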
ASAP1 GAP inh: inhibitors of human ASAP1 ArfGAP activity, primary screen, biochemical, fluorescence polarization; Arf-GAP with SH3 domain, ANK repeat and PH domain-containing protein 1 (Homo sapiens), …; ASAP1-stimulated ARF1 GTP hydrolysis, GDP FP detection; inhibition, % at 16.5 µM; actives 0.19% (n = 360,000); AID 624377, 2012; in the data active = inhibition above about 25%;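 note: 0% = vehicle with enzyme and substrate and 100% = no enzyme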
Target sequence (Q9ULH1 325-724 limits assumed): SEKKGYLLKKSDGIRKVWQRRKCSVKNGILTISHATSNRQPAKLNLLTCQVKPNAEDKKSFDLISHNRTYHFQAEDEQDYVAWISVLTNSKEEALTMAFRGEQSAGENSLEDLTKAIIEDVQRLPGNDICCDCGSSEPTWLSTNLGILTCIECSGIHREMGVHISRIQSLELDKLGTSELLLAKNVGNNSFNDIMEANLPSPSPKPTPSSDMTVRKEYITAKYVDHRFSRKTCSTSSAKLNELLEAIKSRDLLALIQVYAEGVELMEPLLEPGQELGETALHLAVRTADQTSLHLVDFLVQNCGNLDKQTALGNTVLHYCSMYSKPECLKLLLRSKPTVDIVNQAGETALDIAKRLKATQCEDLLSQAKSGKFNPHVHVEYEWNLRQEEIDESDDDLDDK
PLC-gamma1 inh: PLC-gamma1 enzyme inhibitors, primary screen, biochemical, fluorescence, purified enzyme. fluorogenic substrate. inhibition, % at 12.2 µM. actives 0.84% (n = 370,000). AID 720700, 2013; in the data active = inhibition above about 9.5%
TDP2 absorb: human TDP2 enzyme inhibitors, primary screen, biochemical, epi absorbance, recombinant enzyme. inhibition, % at 12.8 µM. T5PNP hydrolysis, p-nitrophenol absorbance 415 nm. actives 0.34% (n = 370,000). Tyrosyl-DNA phosphodiesterase 2 (Homo sapiens), O95551;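 active = inhibition above the mean of all tested compounds plus 3 SD, set per campaign, cut at about 25% in these data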;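 note: 0% = DMSO with enzyme and 100% = buffer with substrate but no TDP2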
Target sequence (O95551 whole entry, looked up): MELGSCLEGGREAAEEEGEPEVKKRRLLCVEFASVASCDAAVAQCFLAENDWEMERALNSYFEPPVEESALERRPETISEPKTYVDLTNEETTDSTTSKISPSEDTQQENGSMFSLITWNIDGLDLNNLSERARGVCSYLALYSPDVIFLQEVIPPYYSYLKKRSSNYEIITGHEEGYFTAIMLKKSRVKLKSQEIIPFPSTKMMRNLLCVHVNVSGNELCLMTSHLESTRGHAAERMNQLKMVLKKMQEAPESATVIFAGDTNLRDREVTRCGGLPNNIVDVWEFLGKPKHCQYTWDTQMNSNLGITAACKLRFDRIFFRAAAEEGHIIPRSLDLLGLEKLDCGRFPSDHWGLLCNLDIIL
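Material: recombinant human TDP2; quantity: TDP2 enzyme at 120 nM final; medium: Tris-HCl pH 7.5 with MgCl2; compound: single concentration, 12.8 µM nominal, with 1% DMSO; incubation: 2 h enzyme incubation at 37 °C; signal: epi absorbance; measure: percent inhibition; benchmarks: high control without enzyme, low control DMSO plus TDP2; repeats: singlicate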
The depositor's hits bear a star; i = inactive; nt = not tested or not shown. Random draw from the library; overall some 3.6% were active at least once.

smiles	ADAM10 inh	ARFGAP1 inhibitor	SIAE inh	Tn7 DDE FP	PLCb3 inh	ADAM17 inh	DDE Tn6 FP inh	ASAP1 GAP inh	PLC-gamma1 inh	TDP2 absorb
CCCCCCCOc1ccc(C2(C)NC(=O)NC2=O)cc1 (stereo not drawn)	21*	-18	0	-5	-3	5	-5	-5	4	-12
C#CCOCCOCCOCCNc1nc(N2CCOCC2)nc(N2CCN(C(=O)[C@H]([C@@H](C)CC)n3cc([C@@H](N)CC(C)C)nn3)CC2)n1	-2	2	4	5	1	-3	-2	3	-1	-1
Cc1cccc(OCc2nnc(SC(C)C(=O)Nc3ccc(N4CCOCC4)cc3)o2)c1 (stereo not drawn)	6	7	2	-6	6	0	-5	8	0	-9
CN1CCC(N(C)CC(=O)Nc2ccc3c(c2)OC(F)(F)O3)CC1	-4	11	-5	4	-1	-4	-2	-13	5	17
COc1cccc(/C=N/NC(=O)c2ccc(=O)n(C)c2)c1OC	-13	2	-1	-10	-8	-2	4	9	-6	12
CCN1C(=N)N(c2ccccc2)C(=O)C(CC)(CC)C1=O	-4	7	3	-1	4	2	12	2	1	0
O=C(CN1C(=O)COc2ccccc21)NCC1CCCO1 (stereo not drawn)	6	6	0	-1	-5	-3	7	-4	2	3
CC(=O)c1cccc(NC(=O)C(C)OC(=O)CNC(=O)c2ccc(C)s2)c1 (stereo not drawn)	-4	0	-3	2	-1	2	-1	9	-2	9
Cc1c(Cc2ccccc2)c(=O)oc2cc(O)cc(O)c12	i	8	5	1	i	-489	-5	8	i	6
Cn1c(=O)c2c(ncn2CC(=O)OCC(=O)Nc2sccc2C(N)=O)n(C)c1=O	-4	12	-7	0	-7	-5	8	2	-4	4
CC1C(=O)N2CCCc3cc(S(=O)(=O)Nc4ccccc4C(N)=O)cc1c32 (stereo not drawn)	-59	-9	3	-1	-21	-20	1	-4	-13	-1
Cc1cc(C)n(CCCNC(=O)C2CCC(=O)N(CCc3ccc(Cl)cc3)C2)n1 (stereo not drawn)	-5	-11	0	-2	5	-1	4	3	1	4
O=C(CSc1nnc(CN2CCCC2)n1-c1ccccc1)c1ccc2c(c1)OCO2	-11	-6	6	-3	0	-7	-5	-9	-4	3
CCOC(=O)N1CCN(Cc2nc3cc(NC(=O)CC(C)C)ccc3n2C)CC1	12	5	-1	2	-3	1	10	9	2	-7
Cc1cc(O)c(CN(C)C)c2c1C(=O)/C(=C/c1ccco1)O2	-30	1	16	7	-258	-10	-3	-1	-197	14
CNC(=S)Nc1ccccc1-c1ccccc1	-3	-3	5	5	1	1	-2	6	0	16
COc1ccccc1NC(=S)N1CCN(C(=O)c2ccco2)CC1	-2	12	-3	0	1	-2	-1	1	1	4
Cn1c(Cl)c(/C=N/OC(=O)c2cccc(Cl)c2)c2ccccc21	-2	1	7	0	1	-7	-2	-6	-4	-1
O=C(Nc1cccc(Cl)c1)N1CCC(CO)(CCOc2ccccc2)CC1	18	2	-15	-4	2	5	0	4	3	-18
CN(C)[C@H]1N(C(=O)c2ccc(Br)cc2)N=C2c3ccccc3S(=O)(=O)N21	-3	3	-1	-7	2	0	-2	4	1	2
COC(=O)[C@H](Cc1ccccc1)NC(=O)NCCc1ccccc1F	3	17	-8	-4	-4	0	-4	-4	3	10
COc1ccccc1CN1CCC(n2nccc2NC(=O)CCOc2ccccc2)CC1	5	5	10	1	-5	-2	6	1	-1	5
Cc1sc(NC(=O)Cc2ccc3c(c2)OCO3)nc1-c1ccc2c(c1)CCN2C(=O)c1ccccc1F	0	-7	-18	0	-1	-2	3	4	-3	-1
COc1ccc(S(=O)CC(=O)Nc2ccccc2Cl)cc1 (stereo not drawn)	4	-12	-4	-6	5	5	-2	-14	4	-14
O=C(C1CC(=O)N(C2CCCC2)C1)N1CCN(c2ccccc2F)CC1 (stereo not drawn)	-17	-5	-5	4	0	-1	1	0	3	-13
Cc1ccc(S(=O)(=O)N2CCN(C(=O)COC(=O)CCOc3ccccc3)CC2)c(C)c1	-7	-6	-5	6	-9	1	1	18	1	-18
CCOc1ccc(C(C)NC(=O)CN2C(=O)NC3(CCCCC3)C2=O)cc1OCC (stereo not drawn)	0	-6	2	0	-2	0	-6	8	1	-7
Cc1cc2nc(-c3ccc[nH]c3=O)[nH]c2cc1C	i	-6	-1	1	i	i	0	10	i	19
O=C(OC1C2CCC1C1CN(CCc3ccccc3)CC12)c1ccccc1 (stereo not drawn)	0	-5	2	0	4	0	4	-15	2	-9
COc1cccc2sc(NNC(=O)C3=COCCO3)nc12	-1	-3	3	1	-8	-3	-2	-15	-1	2

smiles	ADAM10 inh	ARFGAP1 inhibitor	SIAE inh	Tn7 DDE FP	PLCb3 inh	ADAM17 inh	DDE Tn6 FP inh	ASAP1 GAP inh	PLC-gamma1 inh	TDP2 absorb
Cc1ccc(S(=O)(=O)NCC(C)n2nc(C)nc2C)cc1 (stereo not drawn)	1	0	-2	-1	-8	-2	0	-3	3	-1
C=CCC(=O)N(CC)CC1CCCN(CCc2cccc(F)c2)C1 (stereo not drawn)	-7	-4	-5	-4	-2	-4	4	0	1	15
COc1ccc(C2C(C(=O)c3ccccc3)N3c4ccccc4C=CC3C2[N+](=O)[O-])cc1 (stereo not drawn)	-11	27*	-1	-7	-82	0	0	29*	-61	-8
C[C@H]1NC(=O)[C@@]2(C)[C@H](c3ccccc3)[C@H]3COc4ccccc4[C@@H]3N2C1=O	1	-5	5	0	1	-1	-4	1	0	5
CCC(=O)N1CCc2cc(S(=O)(=O)N3CCCCC3CC)ccc21 (stereo not drawn)	-1	0	3	-4	-3	2	8	-8	3	-10
CC(C)CCN(CCC(C)C)CC(O)Cn1c2ccccc2c(=O)c2ccccc21 (stereo not drawn)	-390	11	2	-4	-133	-171	3	4	-92	-15
Brc1ccc(-c2csc(N3CCC(c4nn[nH]n4)CC3)n2)cc1	6	nt	-3	3	-4	-2	-4	nt	0	10
C1=C(CCNc2ncnc3nc[nH]c23)CCCC1	-14	-2	-3	-5	-1	-5	-3	0	-1	9
CC(C)=CCN1CCN(Cc2cnc(N3CCCC3)s2)CC1CCO (stereo not drawn)	-4	11	5	-3	-6	-1	1	-3	0	5
CCc1nnc(NC(=O)c2ccc3c(=O)n4c(nc3c2)CCCCC4)s1	1	-5	-6	-4	-6	-5	-4	-1	-2	6
CN(C)c1ccc2c(=O)c3ccccc3oc2n1	-298	-7	4	-3	-93	-74	-2	-8	-77	-5
O=C(CSc1nnnn1-c1cccc2ccccc12)N1CCOCC1	4	-17	4	-3	7	0	1	-8	4	-5
CC1CC(=O)NN1C(=O)c1ccccc1 (stereo not drawn)	-6	-4	7	-1	-5	-1	0	4	2	11
O=C(CSc1nc(=O)n2ccccc2n1)NCCc1ccccc1	-14	5	3	-1	5	1	1	5	-2	-11
CN(CC(=O)Nc1ccc(F)cc1)C(=O)C1CCN(C(=O)Nc2ccccc2)CC1	-6	-6	6	3	2	-6	6	-5	-1	6
CC1CCCCN1Cc1c(C#N)c2ccccc2n1C (stereo not drawn)	-4	-7	-2	-10	-4	-1	3	-22	-2	-15
CC(C)NC(=O)COC(=O)c1ccccc1C(=O)c1ccccc1	-7	-6	1	-3	1	-2	-4	7	1	5
CCOC(=O)c1ccc(N=c2sc(C(=O)OC)cc(=O)n2C2CC2)cc1	-2	2	-5	1	3	-3	-3	1	3	16
O=C1/C(=C/c2cccc(Cl)c2)CSc2sccc21	5	-2	-3	-11	0	-2	8	2	1	2
Clc1cc(Cl)c(Cl)c(Cl)c1Cl	-16	7	5	0	2	-2	0	18	-1	5
Nc1nc(-c2cc(Cl)cc(Cl)c2OC(F)F)cs1	9	0	-4	1	2	6	-5	14	-1	5
Cc1ccc(C(=O)Nc2ccc3c(c2)OCO3)cc1NC(=O)c1ccco1	-3	-10	-4	2	-4	5	8	5	3	-11
CCCN(CC(=O)Nc1ccccc1C)C(=O)c1ccc2ccccc2n1	-16	13	13	-7	-5	4	0	-5	-1	-4
CCN(CC)C(=O)C1=C(C)N(CCC2=CCCCC2)C(=O)C(CC(=O)NCc2cccc3ccccc23)C1 (stereo not drawn)	-1	11	4	6	0	0	-1	0	-4	-6
Cc1ccc(CNC(=O)C2CC=CCC2C(=O)O)cc1 (stereo not drawn)	5	11	-6	0	2	4	-2	-7	3	-20
Cc1ccc(/C=N/NC(=O)CSc2nnc(-c3ccc(Cl)cc3)n2-c2ccc(Cl)cc2)o1	4	16	-5	-4	-1	0	-1	-10	2	2
C=CCN1[C@@H](Cc2ccccc2)COc2cc(F)ccc2S1(=O)=O	-4	nt	2	-3	3	-5	6	nt	-2	-5
O=C(CN1C(=O)NC2(CCCCCC2)C1=O)NCCc1ccc(F)cc1	-5	-14	-4	-5	7	5	-3	0	1	-7
CCC(C(=O)NC1CCCCC1)N(Cc1cccs1)C(=O)c1snc(C(N)=O)c1N (stereo not drawn)	-83	-7	1	-11	-38	-28	-1	-3	-38	-5
COc1ccc(Cl)cc1-c1n[nH]c(=S)n1Cc1ccccc1	2	13	4	5	-12	-4	8	9	-5	4
